# Screening results: PubChem, National Center for Advancing Translational Sciences (NCATS)
# S2 tox: cell viability loss in ATXN counter-screen. S2 cells (HEK-293 line with an ATXN2-luciferase reporter) viability, CellTiter-Fluor protease fluorescence, 24 h. Potency, µM (highest dose often 56.7 µM), most hits filed as cytotoxic. 400,000 tested, 0.49% active. AID 651635; also: nearly all actives have a fitted effect of over 40% in size
# Nrf2 ARE act: activates Nrf2 signaling; AREc32 ARE-luciferase reporter (MCF7-derived line), luminescence, 24 h; Potency, µM (doses to about 46.1 µM), for the others: top-dose activation, actives largely listed as activators; 410,000 tested, 0.31% active; AID 624171; also: % of control where 0% means no effect; nearly all actives have a fitted effect of over 65% in size
#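 Quantitative high-throughput format: AREc32 reporter cells, 1000 per well, received compound by pin transfer and were incubated 24 hr at 37 deg C, 5% CO2, before Steady-Glo luminescence detection.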
# HepG2 tox: counter-screen for TGF-b inhibitors: cytotoxicity in HepG2 cells; 410,000 tested, 0.76% active; HepG2 CAGA-GFP viability, ATP luminescence, 18 h; Potency, µM (titrated, usually from 46.1 µM), for inactives: at the top dose activity change, negative = cytotoxicity, hits mostly cytotoxic; also: some results filed as inactive show a strong effect at the top dose
#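 CellTiter-Glo luminescence gave cytotoxicity after 18 hours at 37 degrees C. The cells were HepG2 CAGA-GFP in 1% FBS DMEM, stimulated with 500 pg/mL TGF-beta after compound addition. %Activity was normalised to no-cell wells (complete cell-killing) and DMSO (no toxicity), and curves were fitted and classified.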
# EPAC2 antagonist: antagonists of human EPAC2; EPAC2 GEF exchange of Rap1B-BODIPY-GDP, fluorescence; Potency, µM (titrated, usually from 114 µM), inactives show at the top dose activity, negative = inhibition, usual class: inhibitors; 360,000 tested, 0.18% active; also: % is scaled to controls: 0 for no effect and ±100 for the full control effect; nearly all actives have a fitted effect of over 45% in size; many of its hits are not listed in these tables
# Target sequence (Q8WZA2 whole entry, looked up): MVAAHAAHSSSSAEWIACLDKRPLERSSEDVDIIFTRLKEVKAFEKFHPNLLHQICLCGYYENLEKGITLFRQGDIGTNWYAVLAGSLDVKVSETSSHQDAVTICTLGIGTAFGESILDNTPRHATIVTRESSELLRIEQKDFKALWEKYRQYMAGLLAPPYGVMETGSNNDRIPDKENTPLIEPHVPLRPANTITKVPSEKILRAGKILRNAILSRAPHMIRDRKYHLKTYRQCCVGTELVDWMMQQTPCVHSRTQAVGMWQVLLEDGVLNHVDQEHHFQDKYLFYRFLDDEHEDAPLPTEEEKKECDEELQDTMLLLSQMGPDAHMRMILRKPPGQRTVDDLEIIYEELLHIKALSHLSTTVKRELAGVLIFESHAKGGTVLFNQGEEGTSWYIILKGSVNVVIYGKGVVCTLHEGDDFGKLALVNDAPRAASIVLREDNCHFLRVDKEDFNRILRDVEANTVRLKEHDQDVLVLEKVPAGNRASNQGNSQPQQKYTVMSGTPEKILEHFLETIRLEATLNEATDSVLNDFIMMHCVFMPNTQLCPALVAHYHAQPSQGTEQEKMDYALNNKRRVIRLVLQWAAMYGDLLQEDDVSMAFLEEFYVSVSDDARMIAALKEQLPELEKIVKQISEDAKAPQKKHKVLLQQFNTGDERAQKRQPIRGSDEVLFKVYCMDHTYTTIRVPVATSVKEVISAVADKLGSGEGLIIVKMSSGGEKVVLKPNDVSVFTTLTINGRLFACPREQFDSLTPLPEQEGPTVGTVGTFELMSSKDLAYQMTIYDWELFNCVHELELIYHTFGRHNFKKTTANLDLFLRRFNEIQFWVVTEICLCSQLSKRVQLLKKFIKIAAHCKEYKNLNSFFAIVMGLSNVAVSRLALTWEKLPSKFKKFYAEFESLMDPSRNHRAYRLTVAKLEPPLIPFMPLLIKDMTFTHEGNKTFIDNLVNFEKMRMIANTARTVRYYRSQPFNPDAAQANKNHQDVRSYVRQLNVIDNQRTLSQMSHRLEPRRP
# Nrf2 inh: Nrf2 pathway inhibition. A549 ARE-Fluc reporter, luciferase luminescence, 18-24 h. Potency, µM (top dose mostly 46 µM), inactives show at the top dose activity change, negative = inhibition, hits mostly inhibitors. 360,000 tested, 2.1% active. AID 504444; also: % is scaled to controls: 0 for no effect and ±100 for the full control effect; nearly all actives have a fitted effect of over 60% in size
#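 Two sequential reads on A549 ARE_Fluc cells exposed to compound for 18-24 h: a CellTiter-Fluor fluorescence read for viability, then a luciferase luminescence read for Nrf2/ARE activity.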
# TGFb SMAD3 inh: TGF-b pathway inhibition. AID 588855. 410,000 tested, 1.2% active. HepG2 CAGA-GFP TGF-b/SMAD3 reporter, GFP fluorescence, 18 h; TGF-beta stimulated, 500 pg/mL final. Potency, µM (titrated, usually from 46.1 µM), for the others: at the highest dose activity, negative = inhibition, hits mostly inhibitors; also: % is scaled to controls: 0 for no effect and ±100 for the full control effect; nearly all actives have a fitted effect of over 65% in size
#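 HEPG2 CAGA-GFP reporter cells (1000/well, DMEM with 1% FBS) received compounds, then recombinant TGF-beta at 500 pg/mL final for 18 hours at 37 degrees C. Per-cell GFP summed per well was normalised to unstimulated and stimulated DMSO controls before curve fitting.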
# A549 tox: A549 cytotoxicity, counter-screen for Nrf2 inhibitors; A549 ARE-Fluc cells, CellTiter-Fluor viability, 18-24 h; Potency, µM (highest dose often 46 µM), for the others: at the highest dose activity change, negative = cytotoxicity, usual class: inhibitors; 390,000 tested, 0.16% active; AID 504648; also: % is scaled to controls: 0 for no effect and ±100 for the full control effect
#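 A549 ARE-Fluc cells in 5% FBS OPTI-MEM, 5000 cells/well, rested 2 h then exposed to compounds in concentration-response for 18-24 h at 37 °C. Viability by CellTiter-Fluor fluorescence (Ex 405/Em 525) after 30 min; luciferase luminescence (BugLite, 15 min, RT) read afterwards.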
# MCF10A rereplic: DNA re-replication induction in MCF 10a cells; 350,000 tested, 2.9% active; MCF 10A DNA re-replication, Hoechst nuclear intensity, 48 h; Potency, µM (top dose mostly 46.1 µM), without a hit: top-dose activity, positive = re-replication, usual class: activators; also: % of control where 0% means no effect; nearly all actives have a fitted effect of over 50% in size
# ATXN2 expr inh: ATXN2 expression inhibition; 360,000 tested, 0.72% active; HEK-293 ATXN2-luciferase reporter, luminescence, 24 h; Potency, µM (highest dose often 57 µM), for inactives: at the top dose activity change, negative = inhibition, actives largely listed as inhibitors; also: % is scaled to controls: 0 for no effect and ±100 for the full control effect; nearly all actives have a fitted effect of over 55% in size
#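 qHTS (up to 57 uM final) was run with 24 h compound exposure of reporter cells at 37 °C. Each well was multiplexed: SteadyGlo luminescence measured ATXN2-luciferase expression after a fluorogenic Gly-Phe-AFC viability readout (25 uM final).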
# The depositor's hits bear a star; i = inactive; ? = inconclusive; . = not tested or not shown; & = joins results of further samples; [ ] = another dose, or the depositor's remark. Calls follow the shape of the dose curve; as a rule, active = well fitted curve in the direction sought with a large enough effect; inconclusive = small, poorly fitted or top-dose-only effect, or another doubt; inactive = no such curve, though single readings can be large; an effect the other way counts as inactive or inconclusive. Potency is read from the fitted curve at half-maximal effect. These rows are one share of the data (hit frequency here may not be typical).
Structure	ATXN2 expr inh	A549 tox	Nrf2 inh	Nrf2 ARE act	HepG2 tox	TGFb SMAD3 inh	EPAC2 antagonist	S2 tox	MCF10A rereplic
O=C(O)CC(CC(=O)Nc1ccc(F)c(Cl)c1)c1ccc(Cl)cc1Cl (configuration not stated)	-20%	-2%	1%	-0.6%	41%	-3%	6%	i	-6%
Cc1ccc(-c2cc(C(F)(F)F)n3nc(C(=O)N4CCN5CCCC5C4)cc3n2)cc1 (configuration not stated)	-32%	5%	0%	3.6%	-23%	22%	-10%	i	?
O=C(NC(=S)Nc1cccc2c(O)cccc12)c1cccc(Br)c1	-1%	2%	-4%	?	-70%	?	-2%	i	?
CCOCCCNC(=O)CN1C(=O)c2cccc3cccc1c23	.	21%	-19%	-0.1%	-14%	-8%	-2%	i	-2%
Cc1coc2cc3oc(=O)c(CCC(=O)NCCCN4CCOCC4)c(C)c3cc12	2%	11%	0%	-1.4%	-2%	16%	3%	i	1%
CC(=O)c1ccc(S(=O)(=O)Nc2c(C)nn(C)c2C)cc1	-19%	-5%	?	0.0%	5%	4%	2%	i	8%
CCC1CCCCN1CCCNC(=O)CSc1nc2nc(C)c(Cc3ccc(C)cc3)c(C)n2n1 (configuration not stated)	-19%	1%	-6%	-0.4%	-21%	8%	-5%	i	18%
Cc1ccc(OCCSc2nc3ccc(NC(=O)COc4ccc(F)cc4)cc3s2)cc1	-11%	-2%	11%	0.1%	-3%	-20%	.	i	.
CCn1cc(/C=C(\NC(=O)c2ccccc2F)C(=O)NCCCn2ccnc2)c2ccccc21	-6%	3%	-14%	3.5%	-4%	-22%	-8%	i	-1%
O=C(/C=C/c1ccccc1[N+](=O)[O-])NCCc1ccc(F)cc1	.	4%	7%	3.4%	-5%	-3%	-1%	?	-3%
Cc1ccc(OCCCCNC2CCCC(C)C2C)c(C)c1 (configuration not stated)	?	?	?	6.0%	-94%	?	10%	?	?
COCCNc1nc(-c2ccccc2CO)c2sc(-c3ccccc3)cc2n1	-18%	.	.	4.2%	-27%	1%	-8%	?	.
N#Cc1ccccc1OCC(=O)Nc1ccc2c(c1)OCCCO2	43%[activator]	6%	5%	3.2%	4%	6%	-6%	i	-12%
CCOC(=O)c1cc(-c2ccc(F)cc2)n(CCC(=O)NCCc2ccc(C)cc2)c1C	.	?	.	4.5%	-37%	?	.	.	.
CC1CCN(C(=O)CN2C(=O)NC(C)(c3ccc4ccccc4c3)C2=O)CC1 (configuration not stated)	-26%	1%	-28%	-0.1%	-14%	-7%	3%	i	-4%
COc1cc2nc(SCc3ccc(Cl)cc3)n3nc(CCn4nc(C)cc4C)nc3c2cc1OC	7%	14%	3%	-0.9%	-1%	?	.	i	.
Cc1ccn2c(CN3CCOCC3)c(-c3ccccc3)nc2c1	41%[activator]	-4%	?	2.5%	0%	?	11%	i	-7%
COC(=O)CCC(=O)c1oc2ccccc2c1N	25%	0%	23%	0.5%	-2%	0%	6%	i	-188%[0.0737 µM]
COCCNC(=O)CCc1c(C)nc2c(-c3ccc(F)cc3)c(C)nn2c1C	1%&-15%	1%&-1%	-4%&-25%	2.0%&1.0%	-11%&-29%	0%&-17%	3%	i	-4%
COCCNc1nnc(SCC(=O)NC(=O)c2ccccc2OC)s1	0%	2%	-4%	-0.8%	0%	-3%	9%	i	6%
O=C1c2ccccc2C(Nc2ccc(F)c(Cl)c2)N1Cc1ccco1 (configuration not stated)	?	-12%	-20%	23%	-21%	?	?	i	10%
CCC1=C(OC(=O)N(CC)CC)N2C(=O)OC(=NCC(=O)OC)[C@]2(C)[C@H]2C1=CC[C@H]1C(=O)N(C)C(=O)[C@H]12	-1%	-5%	8%	0.5%	0%	-12%	1%	i	-18%
Cc1ccccc1-c1nc(CS(=O)CC(=O)NCCN2CCOCC2)c(C)o1 (configuration not stated)	0%	13%	-6%	0.4%	-12%	2%	10%	i	-1%
CN(Cc1ccc(C(C)(C)C)cc1)C(=O)C1CSC2(C)CCC(=O)N12 (configuration not stated)	.	-1%	-7%	0.4%	-22%	-24%	1%	i	10%

# 4 entries from above, reformatted:
O=C1c2ccccc2C(Nc2ccc(F)c(Cl)c2)N1Cc1ccco1 (configuration not stated)
  ATXN2 expr inh = ?
  A549 tox = -12%
  Nrf2 inh = -20%
  Nrf2 ARE act = 23%
  HepG2 tox = -21%
  TGFb SMAD3 inh = ?
  EPAC2 antagonist = ?
  S2 tox = i
  MCF10A rereplic = 10%
COCCNc1nnc(SCC(=O)NC(=O)c2ccccc2OC)s1
  ATXN2 expr inh = 0%
  A549 tox = 2%
  Nrf2 inh = -4%
  Nrf2 ARE act = -0.8%
  HepG2 tox = 0%
  TGFb SMAD3 inh = -3%
  EPAC2 antagonist = 9%
  S2 tox = i
  MCF10A rereplic = 6%
COCCNC(=O)CCc1c(C)nc2c(-c3ccc(F)cc3)c(C)nn2c1C
  ATXN2 expr inh = 1%&-15%
  A549 tox = 1%&-1%
  Nrf2 inh = -4%&-25%
  Nrf2 ARE act = 2.0%&1.0%
  HepG2 tox = -11%&-29%
  TGFb SMAD3 inh = 0%&-17%
  EPAC2 antagonist = 3%
  S2 tox = i
  MCF10A rereplic = -4%
Cc1ccccc1-c1nc(CS(=O)CC(=O)NCCN2CCOCC2)c(C)o1 (configuration not stated)
  ATXN2 expr inh = 0%
  A549 tox = 13%
  Nrf2 inh = -6%
  Nrf2 ARE act = 0.4%
  HepG2 tox = -12%
  TGFb SMAD3 inh = 2%
  EPAC2 antagonist = 10%
  S2 tox = i
  MCF10A rereplic = -1%

# 4 successive compounds out of the list so far:
Structure	ATXN2 expr inh	A549 tox	Nrf2 inh	Nrf2 ARE act	HepG2 tox	TGFb SMAD3 inh	EPAC2 antagonist	S2 tox	MCF10A rereplic
Cc1ccn2c(CN3CCOCC3)c(-c3ccccc3)nc2c1	41%[activator]	-4%	?	2.5%	0%	?	11%	i	-7%
COC(=O)CCC(=O)c1oc2ccccc2c1N	25%	0%	23%	0.5%	-2%	0%	6%	i	-188%[0.0737 µM]
COCCNC(=O)CCc1c(C)nc2c(-c3ccc(F)cc3)c(C)nn2c1C	1%&-15%	1%&-1%	-4%&-25%	2.0%&1.0%	-11%&-29%	0%&-17%	3%	i	-4%
COCCNc1nnc(SCC(=O)NC(=O)c2ccccc2OC)s1	0%	2%	-4%	-0.8%	0%	-3%	9%	i	6%

# Remaining list, next part
Structure	ATXN2 expr inh	A549 tox	Nrf2 inh	Nrf2 ARE act	HepG2 tox	TGFb SMAD3 inh	EPAC2 antagonist	S2 tox	MCF10A rereplic
O=[N+]([O-])c1ccc(Sc2n[nH]c(-c3ccco3)n2)nc1	9%	-3%	1%	16%	-35%	3%	-2%	i	-4%
CCOc1ccc(-c2c[n+]3c(n2-c2ccccc2)CCCCC3)cc1	?	?	0.92µM*	-0.1%	-42%	?	3%	i	19%
Cc1nn(-c2ccccc2)c(N)c1Sc1ccccc1[N+](=O)[O-]	-3%	-10%	?	0.3%	-27%	-7%	-23%	i	10%
O=S(=O)(Nc1ccc2cn[nH]c2c1)c1ccccc1	-6%	-11%	-1%	0.1%	-16%	0%	-6%	i	14%
COc1ccc(S(=O)(=O)N2CCOC2CNC(=O)C(=O)NCC(C)C)cc1 (configuration not stated)	6%	-3%	0%	-0.1%	8%	6%	3%	i	-2%
CN(C)c1cccc(C(=O)NCc2ccccc2)c1	1%	-12%	1%	0.4%	-17%	-1%	-1%	i	-2%
CCN1C(=O)C(CC(=O)Nc2ccc(OC)cc2)N(CCc2ccc(F)cc2)C1=S (configuration not stated)	?	?	?	6.1%	-4%	?	-4%	i	?
CN1CCN(c2ccccc2NC(=O)c2sc3ccccc3c2Cl)CC1	-4%	-5%	-1%	2.4%	-16%	0%	-12%	i	?
COc1ccc(S(=O)(=O)Nc2cccc(-c3ccc4nncn4n3)c2)c(OC)c1	7%	1%	-18%	2.8%	-8%	2%	3%	i	1%
CCN(CC)CCCNC(=S)N1CCC(c2nc3ccccc3[nH]2)CC1	17%	-5%	2%	0.2%	-22%	-21%	-3%	?	-2%
COc1ccc(-c2nn3c(-c4ccc(C)cc4)nnc3c3ccccc23)cc1	.	2%	6%	-0.7%	6%	-14%	.	.	.
CN(C)S(=O)(=O)c1ccc(Cl)c(C(=O)OCC(=O)c2ccco2)c1	-1%	0%	10%	-0.4%	-5%	-15%	-2%	i	-8%
Cc1ccc2oc(=O)cc(CN3CCOCC3)c2c1	3%	-1%	.	-0.1%	-9%	0%	7%	i	2%
CC(=O)c1cccc(NC(=O)C2C3C=CC(C3)C2C(=O)O)c1 (configuration not stated)	.	5%	13%	-1.2%	7%	8%	26%	i	6%
Cc1ccc(C(=O)c2cc3ccccc3o2)cc1	70%[activator]	9%	?	5.2%	-24%	9%	-7%	i	0%
O=C(CN(C(=O)CSc1nnc(COc2ccccc2)o1)c1ccc(F)cc1)NC1CCCC1	-2%	0%[1.84 µM]	?	-0.4%	-14%	-8%	4%	i	-1%
CCOc1ccc(N(CC(=O)NCCc2ccc(Cl)cc2)S(=O)(=O)c2c(C)[nH]c(=O)[nH]c2=O)cc1	0%	6%	13%	-0.6%	-7%	10%	4%	i	-1%
O=C(c1ccco1)N1CCCN(Cc2nc(-c3ccc4c(c3)OCO4)no2)CC1	-18%	1%	4%	0.7%	2%	-12%	-2%	i	1%
